Screening data from PubChem BioAssay.
DDE Tn6 FP inh = inhibitors of Tn6 peptide binding to human fibrin DD(E); hit rate 0.21% among 370,000; inhibition, % at 8.3 µM; AID 720509; P02675; Fibrin DD(E) TRITC-Tn6 fluorescence polarization displacement;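 active = inhibition above a per-campaign cutoff: mean of compounds within control limits plus 3 SD, cut at about 15% in these data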;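 note: 0% = median of all compound wells on the plate and 100% = blocking peptide control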
PLCg1 inh = inhibitors of human phospholipase C gamma1. AID 720700. P19174. purified PLC-gamma1, fluorogenic substrate, fluorescence. inhibition, % at 12.2 µM. hit rate 0.84% among 370,000; in the data active = inhibition above about 9.5%
Target sequence (P19174 whole entry, looked up): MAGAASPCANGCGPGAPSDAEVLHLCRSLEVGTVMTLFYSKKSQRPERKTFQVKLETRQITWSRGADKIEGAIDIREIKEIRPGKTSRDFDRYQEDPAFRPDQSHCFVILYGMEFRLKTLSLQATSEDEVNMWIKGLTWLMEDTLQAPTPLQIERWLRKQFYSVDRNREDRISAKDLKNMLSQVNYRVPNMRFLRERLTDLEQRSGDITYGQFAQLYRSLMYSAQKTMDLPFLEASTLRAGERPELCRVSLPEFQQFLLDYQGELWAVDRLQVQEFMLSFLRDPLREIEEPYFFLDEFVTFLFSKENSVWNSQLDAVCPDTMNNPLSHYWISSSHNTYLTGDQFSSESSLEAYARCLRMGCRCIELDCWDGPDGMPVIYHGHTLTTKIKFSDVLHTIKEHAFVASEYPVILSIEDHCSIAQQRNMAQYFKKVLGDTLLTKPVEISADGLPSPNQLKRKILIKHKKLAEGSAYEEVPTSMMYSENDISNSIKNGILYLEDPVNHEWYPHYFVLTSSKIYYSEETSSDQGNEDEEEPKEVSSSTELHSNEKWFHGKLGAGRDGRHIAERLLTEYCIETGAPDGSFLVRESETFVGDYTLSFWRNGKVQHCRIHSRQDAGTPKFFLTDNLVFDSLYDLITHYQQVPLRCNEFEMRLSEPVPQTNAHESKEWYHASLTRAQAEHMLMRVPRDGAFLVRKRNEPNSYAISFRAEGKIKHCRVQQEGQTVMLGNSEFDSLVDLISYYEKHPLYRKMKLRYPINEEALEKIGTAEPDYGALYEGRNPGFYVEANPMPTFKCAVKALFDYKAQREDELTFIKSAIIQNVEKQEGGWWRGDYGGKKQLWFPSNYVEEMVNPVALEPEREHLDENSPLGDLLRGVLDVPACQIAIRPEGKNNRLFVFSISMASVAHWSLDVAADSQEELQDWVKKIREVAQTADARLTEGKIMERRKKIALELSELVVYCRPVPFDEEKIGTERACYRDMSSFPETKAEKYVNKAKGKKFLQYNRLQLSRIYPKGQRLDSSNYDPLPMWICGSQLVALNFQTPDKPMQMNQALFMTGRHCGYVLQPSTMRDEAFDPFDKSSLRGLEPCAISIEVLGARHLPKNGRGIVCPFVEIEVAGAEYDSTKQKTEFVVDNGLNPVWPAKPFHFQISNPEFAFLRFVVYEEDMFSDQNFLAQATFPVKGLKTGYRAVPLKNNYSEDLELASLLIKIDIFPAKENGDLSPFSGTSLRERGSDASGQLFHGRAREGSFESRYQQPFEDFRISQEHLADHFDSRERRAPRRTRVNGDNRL
ARFGAP1 inhibitor = inhibits rat ARF GTPase activating protein 1; hit rate 0.26% among 360,000; AID 651572; Arfgap1-stimulated ARF1 GTP hydrolysis, GDP FP detection; inhibition, % at 16.5 µM; Q62848;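 active = inhibition above a per-plate limit, mean inhibition of low control wells plus 3 SD, cut at about 25% in these data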;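 note: 0% = DMSO wells with enzyme and 100% = wells lacking Arfgap1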
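material = rat Arfgap1 catalytic domain, aa 1-136 | also added = human ARF1(Δ1-17)-GTP substrate | compound dosing = one concentration, 16.5 µM, DMSO 1.26% | times = GTP hydrolysis reaction 2 h at 25 °C | measured by = FP, GDP Alexa 633 tracer displaced from anti-GDP antibody, 620/688 nm | evaluation = percent inhibition of Arfgap1-stimulated GTP hydrolysis | replication = single well per compound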
ASAP1 inh = ASAP1 ArfGAP inhibition. Q9ULH1. ASAP1-stimulated ARF1 GTP hydrolysis, GDP FP detection. inhibition, % at 16.5 µM. hit rate 0.19% among 360,000; in the data active = inhibition above about 25%;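 note: 0% = vehicle with enzyme and substrate and 100% = no enzyme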
ADAM17 inh = inhibits human ADAM17; P78536; recombinant ADAM17, EDANS/DABCYL FRET peptide cleavage; inhibition, % at 6.95 µM; hit rate 0.83% among 370,000; AID 720648;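 active = inhibition above the mean of compounds lying between control limits plus 3 SD, set per campaign, cut at about 8.5% in these data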;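 note: 0% = DMSO-only wells as the low control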
Tn7 DDE FP = inhibitors of Tn7 peptide binding to human fibrin DD(E) | inhibition, % at 8.3 µM | AID 720508 | P02675 | FP displacement of FITC-Tn7 peptide from fibrin DD(E); 0% = median of compound wells per plate | hit rate 0.13% among 370,000;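 active = inhibition above the mean of compounds falling within the control limits plus 3 SD of them, cut at about 14% in these data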;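 note: 0% = plate median of compound wells and 100% = 10 µM Aha-Tn7 peptide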
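System: human fibrin DD(E); quantity: Fibrin-DD(E) at 2 µM final; also added: fluorescent Tn7 probe at 0.1 µM; compound dosing: single nominal test concentration of 8.3 µM per compound; schedule: 10 min preincubation, 3 h with tracer, room temperature; detection: fluorescence polarization of the labelled Tn7 tracer; repeats: one replicate per compound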
KLK7 zymogen act = activators of human kallikrein-7 zymogen | hit rate 0.9% among 370,000 | purified proKLK7, EDANS-DABCYL substrate fluorescence; 100% is mature enzyme control, 0% vehicle | P49862 | activation, % at 7 µM | AID 652039;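 active = activation above the mean of all tested compounds plus 3 SD, computed per campaign excluding outliers beyond control limits, cut at about 13% in these data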
PLCb3 inh = blocks human PLC-beta3 enzyme activity; Q01970; Purified PLC-beta3, fluorogenic substrate, fluorescence; inhibition, % at 12.2 µM; hit rate 0.18% among 370,000; in the data active = inhibition above about 11%;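 note: 0% = median of compound wells on plate and 100% = full blocker control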
UHRF1 binding = blocks human UHRF1 binding to methylated DNA. UHRF1 binding to methylated oligo, TR-FRET. inhibition, % at 4.4 µM. hit rate 0.75% among 370,000; in the data active = inhibition above about 21%;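 note: UHRF1 SRA domain binding a hemimethylated CpG hairpin DNA probe; 0% = median of test compound wells and 100% = reference inhibitor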
MBD2 inh = inhibitors of human MBD2 binding to methylated oligonucleotide | Q9UBB5 | TR-FRET | AID 686964 | hit rate 0.31% among 370,000 | inhibition, % at 4.4 µM; in the data active = inhibition above about 13%
* = called active by the depositor.

CCOC(=O)C1(C(=O)OCC)CCN(S(=O)(=O)c2ccccc2)CC1 was read as DDE Tn6 FP inh 6, PLCg1 inh -2, ARFGAP1 inhibitor 10, ASAP1 inh 6, ADAM17 inh -1, Tn7 DDE FP -5, KLK7 zymogen act -0.3, PLCb3 inh 5, UHRF1 binding 2 and MBD2 inh 2.
Screening COc1ccc(C)cc1CN1C(=O)c2ccccc2C1=O returned DDE Tn6 FP inh -4, PLCg1 inh 1, ARFGAP1 inhibitor 6, ASAP1 inh -3, ADAM17 inh -4, Tn7 DDE FP -5, KLK7 zymogen act -0.8, PLCb3 inh -1, UHRF1 binding 1 and MBD2 inh -4.
O=C(CC1=NCCNC(c2ccccc2)C1)c1ccccc1O (configuration not stated) was read as DDE Tn6 FP inh 1, PLCg1 inh -187, ARFGAP1 inhibitor -1, ASAP1 inh -6, ADAM17 inh -13, Tn7 DDE FP 1, KLK7 zymogen act -1.1, PLCb3 inh -270, UHRF1 binding -4 and MBD2 inh -4.
`Nn1c(SCC(=O)Nc2ccc(S(=O)(=O)Nc3nccs3)cc2)nnc1-c1ccco1` gave DDE Tn6 FP inh -4, PLCg1 inh -1, ADAM17 inh -1, Tn7 DDE FP -1, KLK7 zymogen act -0.1, PLCb3 inh -2, UHRF1 binding -3 and MBD2 inh 2.
Cc1c(C)n(Cc2ccccc2)c2ncnc(NCCCN(C)C)c12 was read as DDE Tn6 FP inh 0, PLCg1 inh -1, ARFGAP1 inhibitor -2, ASAP1 inh -8, ADAM17 inh -1, Tn7 DDE FP 12, KLK7 zymogen act -0.2, PLCb3 inh -2, UHRF1 binding 1 and MBD2 inh 0.
Screening COc1ccc(C2(C)NC(=O)N(CC(=O)Nc3cccnc3Cl)C2=O)cc1 (configuration not stated) returned DDE Tn6 FP inh 2, PLCg1 inh -5, ARFGAP1 inhibitor -1, ASAP1 inh -2, ADAM17 inh -1, Tn7 DDE FP 3, KLK7 zymogen act -0.1, PLCb3 inh -9, UHRF1 binding 3 and MBD2 inh 1.
`CSCC[C@H](NC(=O)OC(C)(C)C)C(=O)N/N=C/c1cccc2cccnc12` gave DDE Tn6 FP inh 5, PLCg1 inh 0, ARFGAP1 inhibitor -16, ASAP1 inh -3, ADAM17 inh -2, Tn7 DDE FP -7, KLK7 zymogen act -0.7, PLCb3 inh -5, UHRF1 binding -1 and MBD2 inh 0.
Screening Cc1ccc(SCC(=O)c2sc(-c3ccccc3)nc2C)cc1 returned DDE Tn6 FP inh -6, PLCg1 inh 2, ARFGAP1 inhibitor -4, ASAP1 inh 3, ADAM17 inh -3, Tn7 DDE FP 1, KLK7 zymogen act 0.3, PLCb3 inh -1, UHRF1 binding 1 and MBD2 inh 2.
`CCCCCc1c(O)nc(SCCN(C)C)[nH]c1=O` gave DDE Tn6 FP inh -3, PLCg1 inh -2, ARFGAP1 inhibitor 2, ASAP1 inh -4, ADAM17 inh -1, Tn7 DDE FP 4, KLK7 zymogen act 0.4, PLCb3 inh -6, UHRF1 binding 8 and MBD2 inh -2.
`COc1ccc(Cl)cc1-c1nc(-c2ccc(NC(=O)c3ccncc3)cc2)no1` gave DDE Tn6 FP inh 1, PLCg1 inh 5, ARFGAP1 inhibitor 1, ASAP1 inh 17, ADAM17 inh 0, Tn7 DDE FP -2, KLK7 zymogen act -0.1, PLCb3 inh 2, UHRF1 binding 7 and MBD2 inh 0.
Screening CC(C)OCCCNC(=O)Cn1ccc2cc(S(=O)(=O)N3CCCCCC3)ccc21 returned DDE Tn6 FP inh 0, PLCg1 inh 1, ARFGAP1 inhibitor 4, ASAP1 inh -6, ADAM17 inh 1, Tn7 DDE FP 1, KLK7 zymogen act -0.4, PLCb3 inh -4, UHRF1 binding 1 and MBD2 inh 4.
Screening O=C(NCC(NS(=O)(=O)OCC(Cl)(Cl)Cl)c1ccccc1)C(F)(F)F (configuration not stated) returned DDE Tn6 FP inh -2, PLCg1 inh 0, ARFGAP1 inhibitor -11, ASAP1 inh -8, ADAM17 inh -4, Tn7 DDE FP -1, KLK7 zymogen act 0.2, PLCb3 inh -2, UHRF1 binding -1 and MBD2 inh 3.
`Cc1cc(C)n(-c2nc3ccccc3nc2N2CCCC2)n1` gave DDE Tn6 FP inh -4, PLCg1 inh -3, ARFGAP1 inhibitor -1, ASAP1 inh -14, ADAM17 inh -5, Tn7 DDE FP -5, KLK7 zymogen act 0.4, PLCb3 inh -10, UHRF1 binding -5 and MBD2 inh 2.
`CCCn1nc(C(=O)OCC(=O)Nc2ccc(C)cc2)c2ccccc2c1=O` gave DDE Tn6 FP inh -4, PLCg1 inh 3, ARFGAP1 inhibitor 11, ASAP1 inh -2, ADAM17 inh 1, Tn7 DDE FP -4, KLK7 zymogen act 0.8, PLCb3 inh -1, UHRF1 binding 0 and MBD2 inh -2.
For COc1ccccc1CNC(=O)CSc1ccc(-c2ccncc2)nn1 the results were DDE Tn6 FP inh 6, PLCg1 inh -1, ARFGAP1 inhibitor 4, ASAP1 inh 8, ADAM17 inh -5, Tn7 DDE FP -1, KLK7 zymogen act -0.4, PLCb3 inh -5, UHRF1 binding 3 and MBD2 inh -3.
For COc1cc(OC)c(OC)cc1/C=N/n1c(C)nc2ccccc2c1=O the results were DDE Tn6 FP inh 1, PLCg1 inh -16, ARFGAP1 inhibitor 8, ASAP1 inh 4, ADAM17 inh -2, Tn7 DDE FP -1, KLK7 zymogen act 1.7, PLCb3 inh -21, UHRF1 binding 2 and MBD2 inh 0.
Cc1ccc(NC(=O)c2c(C)noc2C)cc1 was read as DDE Tn6 FP inh -6, PLCg1 inh 1, ARFGAP1 inhibitor 2, ASAP1 inh 1, ADAM17 inh 4, Tn7 DDE FP 1, KLK7 zymogen act 0.4, PLCb3 inh 8, UHRF1 binding 0 and MBD2 inh -1.
CCOC(=O)c1ccc(NC(=O)CNS(=O)(=O)c2ccccc2)cc1 was read as DDE Tn6 FP inh -2, PLCg1 inh 3, ARFGAP1 inhibitor 2, ASAP1 inh -13, ADAM17 inh 1, Tn7 DDE FP -8, KLK7 zymogen act 0.3, PLCb3 inh 2, UHRF1 binding 1 and MBD2 inh -7.
`COc1ccccc1OCc1nc(C#N)c(NCc2ccco2)o1` gave DDE Tn6 FP inh 0, PLCg1 inh -1, ARFGAP1 inhibitor 7, ASAP1 inh 3, ADAM17 inh -2, Tn7 DDE FP -1, KLK7 zymogen act 0.3, PLCb3 inh 0, UHRF1 binding 2 and MBD2 inh -3.
Screening C=C(CCO)C1=CCN(S(=O)(=O)C(C)(C)C)[C@H]1CCO returned DDE Tn6 FP inh 4, PLCg1 inh 1, ARFGAP1 inhibitor -11, ASAP1 inh -2, ADAM17 inh -2, Tn7 DDE FP 5, KLK7 zymogen act 0.0, PLCb3 inh -4, UHRF1 binding 1 and MBD2 inh 2.

In the list so far, these contain a tert-butyl group:
`CSCC[C@H](NC(=O)OC(C)(C)C)C(=O)N/N=C/c1cccc2cccnc12` gave DDE Tn6 FP inh 5, PLCg1 inh 0, ARFGAP1 inhibitor -16, ASAP1 inh -3, ADAM17 inh -2, Tn7 DDE FP -7, KLK7 zymogen act -0.7, PLCb3 inh -5, UHRF1 binding -1 and MBD2 inh 0.
Screening C=C(CCO)C1=CCN(S(=O)(=O)C(C)(C)C)[C@H]1CCO returned DDE Tn6 FP inh 4, PLCg1 inh 1, ARFGAP1 inhibitor -11, ASAP1 inh -2, ADAM17 inh -2, Tn7 DDE FP 5, KLK7 zymogen act 0.0, PLCb3 inh -4, UHRF1 binding 1 and MBD2 inh 2.

Additional entries.
`COc1ccccc1N(Cc1ccccc1)S(=O)(=O)c1cccc(C(=O)N2CCCCC2)c1` gave DDE Tn6 FP inh 6, PLCg1 inh 3, ARFGAP1 inhibitor 3, ASAP1 inh 0, ADAM17 inh 4, Tn7 DDE FP -1, KLK7 zymogen act -0.7, PLCb3 inh -2, UHRF1 binding -3 and MBD2 inh 4.
`CC(=O)c1sc(NC(=O)C2CC(=O)N(Cc3ccccc3)C2)nc1-c1ccccc1` (configuration not stated) gave DDE Tn6 FP inh 2, PLCg1 inh -3, ARFGAP1 inhibitor -6, ASAP1 inh 5, ADAM17 inh 4, Tn7 DDE FP 8, KLK7 zymogen act 0.2, PLCb3 inh -4, UHRF1 binding -1 and MBD2 inh -5.
Cc1ccc(Cn2c(SCC(=O)NCc3ccco3)nc3ccsc3c2=O)cc1 was read as DDE Tn6 FP inh -8, PLCg1 inh 1, ARFGAP1 inhibitor -3, ASAP1 inh 6, ADAM17 inh -3, Tn7 DDE FP 1, KLK7 zymogen act -0.5, PLCb3 inh 3, UHRF1 binding 0 and MBD2 inh -3.
Screening O=S(=O)(c1ccc(F)cc1)N1CC2CCCN2c2ccc(C(F)(F)F)cc21 (configuration not stated) returned DDE Tn6 FP inh -1, PLCg1 inh 3, ARFGAP1 inhibitor -5, ASAP1 inh 18, ADAM17 inh 0, Tn7 DDE FP 0, KLK7 zymogen act 0.6, PLCb3 inh 1, UHRF1 binding 1 and MBD2 inh -8.
Screening CN(C)c1ccc(N2C(=NC(=O)c3ccccc3)SC3CS(=O)(=O)CC32)cc1 (configuration not stated) returned DDE Tn6 FP inh -3, PLCg1 inh -7, ARFGAP1 inhibitor -2, ASAP1 inh -2, ADAM17 inh 1, Tn7 DDE FP -5, KLK7 zymogen act 0.6, PLCb3 inh -7, UHRF1 binding 0 and MBD2 inh 4.
Screening CCCCNC(=O)C1CCC(CNS(=O)(=O)c2c(C)cc(C)cc2C)CC1 (configuration not stated) returned DDE Tn6 FP inh 5, PLCg1 inh 0, ARFGAP1 inhibitor 12, ASAP1 inh -6, ADAM17 inh -2, Tn7 DDE FP -1, KLK7 zymogen act 0.1, PLCb3 inh -4, UHRF1 binding 3 and MBD2 inh -4.
Screening O=[n+]1c2c(n([O-])c3c1CCCC3)CCCCC2 returned DDE Tn6 FP inh 1, PLCg1 inh 5, ARFGAP1 inhibitor -4, ASAP1 inh 7, ADAM17 inh -1, Tn7 DDE FP -4, KLK7 zymogen act 0.3, PLCb3 inh 3, UHRF1 binding 2 and MBD2 inh -3.

Entries from the list above containing fluorine:
Screening O=C(NCC(NS(=O)(=O)OCC(Cl)(Cl)Cl)c1ccccc1)C(F)(F)F (configuration not stated) returned DDE Tn6 FP inh -2, PLCg1 inh 0, ARFGAP1 inhibitor -11, ASAP1 inh -8, ADAM17 inh -4, Tn7 DDE FP -1, KLK7 zymogen act 0.2, PLCb3 inh -2, UHRF1 binding -1 and MBD2 inh 3.
Screening O=S(=O)(c1ccc(F)cc1)N1CC2CCCN2c2ccc(C(F)(F)F)cc21 (configuration not stated) returned DDE Tn6 FP inh -1, PLCg1 inh 3, ARFGAP1 inhibitor -5, ASAP1 inh 18, ADAM17 inh 0, Tn7 DDE FP 0, KLK7 zymogen act 0.6, PLCb3 inh 1, UHRF1 binding 1 and MBD2 inh -8.
